ALOX12 inhib: 12-hLO (ALOX12) enzyme inhibition; purified 12-hLO, xylenol orange hydroperoxide absorbance; Potency, µM (doses to about 57.1 µM), for the others: top-dose activity change, negative = inhibition, actives largely listed as inhibitors; 150,000 tested, 0.12% active; AID 1452; note: potency is the fitted concentration of half-maximal effect; nearly all actives have a fitted effect of over 55% in size; many of its hits are not listed in these tables
Target sequence (P18054 whole entry, looked up): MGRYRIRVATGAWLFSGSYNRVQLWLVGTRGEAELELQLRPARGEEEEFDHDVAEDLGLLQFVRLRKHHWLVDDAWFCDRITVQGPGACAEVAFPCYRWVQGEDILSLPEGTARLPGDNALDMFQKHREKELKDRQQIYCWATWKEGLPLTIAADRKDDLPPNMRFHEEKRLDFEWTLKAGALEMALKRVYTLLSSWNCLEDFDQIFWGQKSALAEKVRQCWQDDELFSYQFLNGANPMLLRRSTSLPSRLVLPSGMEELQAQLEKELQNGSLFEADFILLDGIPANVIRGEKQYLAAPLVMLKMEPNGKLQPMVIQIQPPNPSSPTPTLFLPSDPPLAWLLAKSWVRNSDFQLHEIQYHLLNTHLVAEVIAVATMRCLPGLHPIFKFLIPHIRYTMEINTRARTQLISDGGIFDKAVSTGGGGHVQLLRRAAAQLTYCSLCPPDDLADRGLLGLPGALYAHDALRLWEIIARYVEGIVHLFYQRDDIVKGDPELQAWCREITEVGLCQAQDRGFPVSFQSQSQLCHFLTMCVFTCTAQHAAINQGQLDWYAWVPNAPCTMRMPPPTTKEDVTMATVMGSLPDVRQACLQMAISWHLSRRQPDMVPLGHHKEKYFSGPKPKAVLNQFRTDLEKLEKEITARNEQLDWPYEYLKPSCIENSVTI
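Purified human 12hLO (150 nM final) was preincubated with compounds for 15 min at room temperature in 25 mM Hepes pH 7.0, 0.01% Triton X-100, then reacted with 40 uM arachidonic acid for 30 min. Hydroperoxide was detected with ferrous iron/xylenol orange.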
IMPase inh: membrane-permeable compound that blocks inositol monophosphatase; P97697; CHO-M1 cells, IP1 accumulation, HTRF TR-FRET ratio; inhibition (IP1 accumulation), % at 46.1 µM; 120,000 tested, under 10 active; AID 901; active = well fitted curve in the direction sought with a large enough effect in the signal ratio, not every such curve was filed as active; inconclusive = small, poorly fitted or top-dose-only effect, or a change in a side signal; inactive = no such curve, though single readings can be large or run the other way; the % refers to the signal ratio;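 note: cells stimulated with carbachol in lithium chloride buffer; plate controls were DMSO basal wells for no effect and reference inhibitor wells for full effect; higher means more IMPase inhibition seen as more IP1 and lower FRET ratio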
Target sequence (P97697 whole entry, looked up): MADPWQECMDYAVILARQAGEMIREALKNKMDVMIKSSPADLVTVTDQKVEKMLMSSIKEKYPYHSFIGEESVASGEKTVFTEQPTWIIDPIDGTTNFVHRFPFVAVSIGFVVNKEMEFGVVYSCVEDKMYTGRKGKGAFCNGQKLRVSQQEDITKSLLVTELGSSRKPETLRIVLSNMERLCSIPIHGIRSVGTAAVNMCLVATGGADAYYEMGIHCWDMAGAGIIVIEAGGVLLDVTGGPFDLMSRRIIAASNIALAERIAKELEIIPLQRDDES
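In this qHTS, compounds (final up to 46 uM) act on CHO-M1 cells that are then activated through the M1 receptor with carbachol, in pH 7.4 buffer containing 50 mM LiCl, for 30 min. IP1 accumulation is quantified by the IP-One immunoassay.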
PNC inhibitor: inhibitors of perinucleolar compartment assembly. PC3M PTB-GFP, PNC prevalence imaging, 16 h; stronger effect = lower value. activity change (PNC), negative = inhibition, % at 10 µM. 140,000 tested, 3.1% active;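 active = readout at or below -70, meaning at least 70% loss of cells showing the perinucleolar compartment, a nuclear body marking cancer cells; inconclusive = readout between -30 and a set limit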;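 note: plate controls were DMSO wells for no effect and camptothecin positive control wells for full effect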
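Compounds are pinned in duplicate onto adhered PC3M cells stably expressing GFP-tagged PTB and incubated 16 h at 37 C. Cells are then fixed, nuclei stained with Hoechst, and PNC-positive cells counted.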
15-hLO-2 inh: blocks human 15-lipoxygenase 2 activity; Potency, µM (titrated, usually from 57.1 µM), for the others: top-dose activity change, negative = inhibition, actives largely listed as inhibitors; 110,000 tested, 0.56% active; purified 15hLO-2, xylenol orange hydroperoxide absorbance; O15296; note: potency is the fitted concentration of half-maximal effect; nearly all actives have a fitted effect of over 60% in size; many of its hits are not listed in these tables
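Enzyme 50 nM, AA 45 uM, 25 mM Hepes pH 7.5 + 0.01% Triton X-100; cpd preinc 15 min RT, rxn 90 min RT; stop/detect with 200 uM XO + 300 uM Fe(II) in 50 mM H2SO4, 30 min; A573/A405.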
Starred values were filed as active, the others as inactive; [ ] = remark or other dose. Unless noted, calls come from the whole dose curve; as a rule, active = well fitted curve in the direction sought with a large enough effect; inconclusive = small, poorly fitted or top-dose-only effect, or another doubt; inactive = no such curve, though single readings can be large; an effect the other way counts as inactive or inconclusive. Unless noted, % is set by controls: 0 for no effect and ±100 for the full control effect. Some of the compounds tested; count on the stated rates, not on these rows.

`O=S(=O)(/N=C(\Sc1ccc(Cl)cc1)c1ccccc1)c1ccccc1` gave ALOX12 inhib -9%, IMPase inh 8, PNC inhibitor 25 and 15-hLO-2 inh inconclusive.
For CCOC(=O)c1cnc(SC)nc1Sc1cc(Cl)ccc1Cl the results were ALOX12 inhib -4%, IMPase inh -2, PNC inhibitor 27 and 15-hLO-2 inh -1%.
For CCn1nc(C)c(NS(=O)(=O)c2ccc(C)cc2)c1C the results were ALOX12 inhib -1%, IMPase inh 5 and PNC inhibitor -100*.
`COc1cccc(Nc2c(F)c(F)c(F)c(F)c2C(=O)O)c1` gave ALOX12 inhib -2%, IMPase inh 1, PNC inhibitor -13 and 15-hLO-2 inh -15%.
O=C(Nc1ccn(Cc2ccc(F)cc2)n1)c1ccncc1 was read as ALOX12 inhib 1%, IMPase inh 0, PNC inhibitor 10 and 15-hLO-2 inh -3%.
For Cc1ccc(N2C(=O)C(O)(C(F)(F)F)C3=C2CC(C)(C)CC3=O)cc1 (stereo not given) the results were ALOX12 inhib -2% and PNC inhibitor 5.
CCC(Sc1nc2cc3c(cc2c(=O)n1Cc1ccco1)OCO3)C(=O)Nc1cccc(OC)c1 (stereo not given) was read as ALOX12 inhib 0%, IMPase inh 10, PNC inhibitor inconclusive and 15-hLO-2 inh -9%.
Cn1cccc1C(=O)N1CCC[C@@]2(CCN(C(=O)Nc3cccc(F)c3)C2)C1 was read as ALOX12 inhib -3% and 15-hLO-2 inh -2%.
For O=C(NC1CCCCC1)C(c1ccc2ncccc2c1)N(Cc1ccc2c(c1)OCO2)C(=O)c1ccc2c(c1)OCCO2 (stereo not given) the results were ALOX12 inhib 2% and PNC inhibitor -25.
COC(=O)c1cc(OC)c(OC)cc1NC(=O)c1cccnc1 was read as ALOX12 inhib 1%, IMPase inh -1 and PNC inhibitor 97.
Screening CSc1ccccc1C(=O)NCC1CCCO1 (stereo not given) returned ALOX12 inhib -2%, IMPase inh 1, PNC inhibitor 12 and 15-hLO-2 inh 7%.
Cc1ccc(N(C(=O)c2ccccn2)C2(C(=O)NC3CCCC3)CCCCC2)cc1 was read as ALOX12 inhib 3%, IMPase inh 3, PNC inhibitor inconclusive and 15-hLO-2 inh -6%.
`O=C(Nc1cc(C(=O)N2CCOCC2)ccc1N1CCCC1)c1cccs1` gave ALOX12 inhib 2%, IMPase inh inconclusive, PNC inhibitor 2 and 15-hLO-2 inh -15%.
Screening CCc1c(C)sc(NC(=O)c2cc(C3CC3)on2)c1C#N returned ALOX12 inhib -1%, IMPase inh -2, PNC inhibitor 28 and 15-hLO-2 inh -9%.
`CC(C)n1cc(/C=C2\NC(=O)N(c3cccc(Cl)c3)C2=O)c2ccccc21` gave ALOX12 inhib -6%, IMPase inh -4, PNC inhibitor 55 and 15-hLO-2 inh -24%.
`COc1ccccc1-c1oc2ccccc2c(=O)c1O` gave ALOX12 inhib -19%, IMPase inh -2 and 15-hLO-2 inh -26%.
`CCOc1c2ccc(C(=O)NCc3ccco3)cc2nn1CC` gave ALOX12 inhib 1%, IMPase inh 12, PNC inhibitor inconclusive and 15-hLO-2 inh -2%.
`CN(CCCNC(=O)C1CCC(=O)N1Cc1ccc(F)cc1)c1ccccc1` (stereo not given) gave ALOX12 inhib 6%, IMPase inh 6, PNC inhibitor 25 and 15-hLO-2 inh -2%.
`COc1cc2c(cc1OC)CN(Cc1cc(=O)n3cc(C)ccc3n1)CC2` gave ALOX12 inhib -6%, IMPase inh 1, PNC inhibitor 0 and 15-hLO-2 inh 23%.
`CC(C)C(NC(=O)OC(C)(C)C)C(=O)N1CCCC1C(=O)NC(Cc1ccccc1)C(N)=O` (stereo not given) gave ALOX12 inhib 3%, IMPase inh -1, PNC inhibitor 18 and 15-hLO-2 inh -9%.
`O=C(CNC(=O)c1cccc(F)c1)OCC(=O)N1CCCCC1` gave ALOX12 inhib 0%, IMPase inh 2 and PNC inhibitor 9.
Screening O=C(NCCN1CCOCC1)C1CCC(=O)N1Cc1ccc(F)cc1 (stereo not given) returned ALOX12 inhib -1%, IMPase inh -2, PNC inhibitor 26 and 15-hLO-2 inh -3%.
Screening Cc1cc(N2CCCCC2)n2ncc(-c3ccc(Cl)cc3)c2n1 returned ALOX12 inhib 2%, IMPase inh 8, PNC inhibitor inconclusive and 15-hLO-2 inh 28%.
Screening Cc1nn(-c2ccccc2)c(C)c1C(=O)OCC(=O)NCc1ccco1 returned ALOX12 inhib 2%, IMPase inh -4, PNC inhibitor -9 and 15-hLO-2 inh -10%.
`CCc1nnc(NC(=O)c2cccc(S(=O)(=O)N3CCc4ccccc43)c2)s1` gave ALOX12 inhib -9%, IMPase inh 0, PNC inhibitor 35 and 15-hLO-2 inh -2%.
Screening COc1ccc(-c2ccnc3nc(N4CCOCC4)nn23)cc1 returned ALOX12 inhib 3%, IMPase inh -4, PNC inhibitor 37 and 15-hLO-2 inh -9%.
`Cc1cc(C)c2c(=O)[nH]n(C3CCOC(C)(C)C3)c2n1` (stereo not given) gave ALOX12 inhib 5%, IMPase inh -4, PNC inhibitor -2 and 15-hLO-2 inh 1%.
`O=C(CSc1ccc2nnc(-c3cccnc3)n2n1)N1CCc2ccccc21` gave ALOX12 inhib -7%, IMPase inh -2, PNC inhibitor inconclusive and 15-hLO-2 inh 1%.
For O=C(CSCc1ccccc1)NNC(=S)Nc1cccc(Cl)c1Cl the results were ALOX12 inhib 2%, IMPase inh 13[1.84 µM], PNC inhibitor 10 and 15-hLO-2 inh 34%[activator][11.4 µM].
CCOC(=O)c1c(C)c(C(=O)N2CCCCCC2)c(C)n1C was read as ALOX12 inhib -3%, IMPase inh 5, PNC inhibitor 13 and 15-hLO-2 inh -2%.
CCOc1cc(S(=O)(=O)Nc2ccccn2)ccc1F was read as ALOX12 inhib 4%, IMPase inh 1, PNC inhibitor -10 and 15-hLO-2 inh 0%.
Screening COc1ccc(CCNC(=O)C2CCN(c3ccc(N4CCOCC4)nn3)CC2)c(OC)c1 returned ALOX12 inhib 1%, IMPase inh 2, PNC inhibitor 34 and 15-hLO-2 inh -3%.
C=CCc1ccccc1OC[C@H](O)CNC(C)C was read as ALOX12 inhib 4%[25.6 µM], IMPase inh -3[20.6 µM] and 15-hLO-2 inh 31%[activator][25.6 µM].
Screening O=c1nc(NC2CCCC2)ccn1Cc1cccc(Br)c1 returned ALOX12 inhib -5%, IMPase inh 17, PNC inhibitor -8 and 15-hLO-2 inh 9%.
`OC1CCN(c2c3c(nc4cc(-c5ccc(F)cc5)nn24)CCC3)CC1` gave ALOX12 inhib -29%, IMPase inh 1, PNC inhibitor 14 and 15-hLO-2 inh 22%.
`COCCCNC(=O)CN1C(=O)CSc2ncccc21` gave ALOX12 inhib -1%, IMPase inh -2, PNC inhibitor inconclusive and 15-hLO-2 inh -2%.
Screening O=C(c1ccc(Cl)c(Cl)c1)N1CCCC1 returned ALOX12 inhib -2%, IMPase inh -4, PNC inhibitor 50 and 15-hLO-2 inh 0%.
Screening COc1ccc(C(=O)NCC(=O)NCC(=O)OCC(=O)c2cccs2)cc1 returned ALOX12 inhib -1% and PNC inhibitor inconclusive.
`Cc1nc2ccccc2nc1OCc1cccc(Cl)c1` gave ALOX12 inhib -2%, IMPase inh -6 and PNC inhibitor -4.
Cc1ccc(C(=O)NC2CCN(C(=O)N3CCOCC3)CC2)cc1 was read as ALOX12 inhib -5%, IMPase inh 5, PNC inhibitor inconclusive and 15-hLO-2 inh 4%.
For CC(C)[C@@H]1NC(=O)c2cc([N+](=O)[O-])cc(I)c2OCC[C@@H](C(N)=O)NC(=O)[C@H](CCC(=O)O)NC1=O the results were ALOX12 inhib 0% and PNC inhibitor inconclusive.
`CCOC(=O)c1cccc(N/C=C/C(=O)c2ccc(OC)c(OC)c2)c1` gave ALOX12 inhib -2%, IMPase inh 10, PNC inhibitor 66 and 15-hLO-2 inh 23%.
For O=C(NN1C(=O)C2C(c3ccccc3)C=CC(c3ccccc3)C2C1=O)c1ccccc1 (stereo not given) the results were ALOX12 inhib -4% and PNC inhibitor -23.
For CCOC(=O)N1CCC(NC(=O)Cc2cn(C)c3ccccc23)CC1 the results were ALOX12 inhib 0%, IMPase inh -20, PNC inhibitor -8 and 15-hLO-2 inh 3%.
For O=C(CCn1c(=O)[nH]c2ccsc2c1=O)N(CCc1ccccc1)Cc1ccccc1 the results were ALOX12 inhib 1%, IMPase inh 12, PNC inhibitor 54 and 15-hLO-2 inh -6%.
Screening O=[N+]([O-])c1ccccc1SNc1ccccn1 returned ALOX12 inhib 3% and PNC inhibitor 0.
Cc1c(NC(=O)CN2C(=O)NC(C)(c3ccccc3)C2=O)c(=O)n(-c2ccccc2)n1C (stereo not given) was read as ALOX12 inhib -2%, IMPase inh -9 and PNC inhibitor 12.
CC(C)NCC(O)COc1cccc2ccccc12 (stereo not given) was read as ALOX12 inhib 1%[0.00818 µM] and 15-hLO-2 inh 36%[activator][0.0915 µM].
`Cc1ccc(C)c(OCC(=O)Nc2cc(C)on2)c1` gave ALOX12 inhib 0%, IMPase inh -3 and PNC inhibitor 63.
Screening COc1ccccc1CNC(=O)CSc1nnc2c(Cl)cc(C(F)(F)F)cn12 returned ALOX12 inhib 4%, IMPase inh 9 and PNC inhibitor 8.
`C/C(=N\Nc1nc(N)cc(Cl)n1)c1cccc([N+](=O)[O-])c1` gave ALOX12 inhib 5%, IMPase inh 1, PNC inhibitor 22 and 15-hLO-2 inh 4%.
`O=C1c2cccc3c(O)ccc(c23)C(=O)N1Cc1ccccc1` gave ALOX12 inhib -3%, IMPase inh -11, PNC inhibitor -90* and 15-hLO-2 inh -12%.
O=C(c1ccccc1)N1CCN(C2c3cccc4cccc(c34)C2NS(=O)(=O)c2ccccc2)CC1 (stereo not given) was read as ALOX12 inhib -9%, IMPase inh 5, PNC inhibitor -19 and 15-hLO-2 inh 4%.
For CC(C)COC(=O)Nc1ccccc1C(=O)N1CCOCC1 the results were ALOX12 inhib 0%, IMPase inh 7, PNC inhibitor 15 and 15-hLO-2 inh -2%.
`Cc1[nH]c2ccccc2c1/C=N\NC(=O)Cn1nnc(-c2ccccc2)n1` gave ALOX12 inhib -3% and PNC inhibitor 40.
`CCCCn1nnc(NC(=O)COc2cc(C)ccc2C(C)C)n1` gave ALOX12 inhib 0%, IMPase inh 8, PNC inhibitor -21 and 15-hLO-2 inh -11%.

Molecules from the list above with an NH in an aromatic ring:
`Cc1cc(C)c2c(=O)[nH]n(C3CCOC(C)(C)C3)c2n1` (stereo not given) gave ALOX12 inhib 5%, IMPase inh -4, PNC inhibitor -2 and 15-hLO-2 inh 1%.
For O=C(CCn1c(=O)[nH]c2ccsc2c1=O)N(CCc1ccccc1)Cc1ccccc1 the results were ALOX12 inhib 1%, IMPase inh 12, PNC inhibitor 54 and 15-hLO-2 inh -6%.
`Cc1[nH]c2ccccc2c1/C=N\NC(=O)Cn1nnc(-c2ccccc2)n1` gave ALOX12 inhib -3% and PNC inhibitor 40.

An excerpt from above in order of SMILES length, ascending:
`O=C(CNC(=O)c1cccc(F)c1)OCC(=O)N1CCCCC1` gave ALOX12 inhib 0%, IMPase inh 2 and PNC inhibitor 9.
For Cc1ccc(N2C(=O)C(O)(C(F)(F)F)C3=C2CC(C)(C)CC3=O)cc1 (stereo not given) the results were ALOX12 inhib -2% and PNC inhibitor 5.
Cc1c(NC(=O)CN2C(=O)NC(C)(c3ccccc3)C2=O)c(=O)n(-c2ccccc2)n1C (stereo not given) was read as ALOX12 inhib -2%, IMPase inh -9 and PNC inhibitor 12.

Reprinted at random: two entries already listed, in no set order.
For CC(C)COC(=O)Nc1ccccc1C(=O)N1CCOCC1 the results were ALOX12 inhib 0%, IMPase inh 7, PNC inhibitor 15 and 15-hLO-2 inh -2%.
Screening COc1ccccc1CNC(=O)CSc1nnc2c(Cl)cc(C(F)(F)F)cn12 returned ALOX12 inhib 4%, IMPase inh 9 and PNC inhibitor 8.
